Screens (PubChem)
PMI act hi M6P = human PMI activators, high substrate, primary screen, biochemical, fluorescence intensity, near-saturating mannose 6-phosphate; Mannose-6-phosphate isomerase (Homo sapiens), P34949; AID 1216, 2008; activation factor at 20 µM; 0.34% of 190,000 active; coupled PMI enzyme assay, resazurin fluorescence, 20 min; active compounds read high; 1 = untreated enzyme, 0 = substrate-free blank;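 active means activation factor of 2 or more at 20 µM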
Target sequence (P34949 whole entry, looked up): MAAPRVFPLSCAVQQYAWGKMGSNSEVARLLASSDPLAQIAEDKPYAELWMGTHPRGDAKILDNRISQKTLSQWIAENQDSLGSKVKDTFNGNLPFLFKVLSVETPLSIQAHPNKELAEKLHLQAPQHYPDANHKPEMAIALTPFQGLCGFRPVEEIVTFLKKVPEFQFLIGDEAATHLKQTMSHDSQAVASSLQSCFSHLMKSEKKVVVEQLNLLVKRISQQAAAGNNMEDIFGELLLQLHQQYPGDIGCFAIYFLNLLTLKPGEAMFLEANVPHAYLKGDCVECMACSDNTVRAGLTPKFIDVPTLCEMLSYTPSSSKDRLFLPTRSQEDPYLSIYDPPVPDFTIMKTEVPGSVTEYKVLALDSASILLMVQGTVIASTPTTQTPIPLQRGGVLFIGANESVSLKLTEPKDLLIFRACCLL
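Test system: human phosphomannose isomerase with PGI, G6PDH, diaphorase coupling enzymes; Amount: PMI at 15 ng/mL final; Reagent: Mannose-6-phosphate 1.0 mM (near-saturating) plus 0.22 mM NADP+; Timing: 20 min, room temperature; Technique: resorufin fluorescence at Ex 544/Em 590 nm; Dosing: 20 µM single dose.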
RAM inhibit = inhibitors of the yeast RAM network, primary screen, dse1pr::URA3 reporter, 5-FOA selection; S. cerevisiae dse1pr::URA3 reporter, 5-FOA growth OD615, 2 d; analog-sensitive cbk1-as2 kinase mutant strain; inhibition, % at 50 µM; 1.8% of 190,000 active;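 active means inhibition above a set limit, 3 SD over mean compound inhibition, cut at about 8.4% in these data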;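 further: 0% = DMSO-only wells with no growth and 100% = 10 µM 1-NA-PP1 full growth; inhibition rescues growth on 5-FOA so higher OD means more RAM inhibition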
TNAP inh hi DEA = human TNAP enzyme inhibitors, primary screen, biochemical, luminescent, high phosphate acceptor level, uHTS; Alkaline phosphatase, tissue-nonspecific isozyme (Homo sapiens), P05186; purified TNAP, CDP-star luminescence, 1 M DEA; inhibition, % at 20 µM; 0.03% of 200,000 active; AID 1135, 2008;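 active means over 50% inhibition of tissue-nonspecific alkaline phosphatase at 20 µM in the single-dose screen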;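 further: plate controls were DMSO wells for no effect and EDTA-quenched wells as full inhibition for full effect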
Target sequence (P05186 whole entry, looked up): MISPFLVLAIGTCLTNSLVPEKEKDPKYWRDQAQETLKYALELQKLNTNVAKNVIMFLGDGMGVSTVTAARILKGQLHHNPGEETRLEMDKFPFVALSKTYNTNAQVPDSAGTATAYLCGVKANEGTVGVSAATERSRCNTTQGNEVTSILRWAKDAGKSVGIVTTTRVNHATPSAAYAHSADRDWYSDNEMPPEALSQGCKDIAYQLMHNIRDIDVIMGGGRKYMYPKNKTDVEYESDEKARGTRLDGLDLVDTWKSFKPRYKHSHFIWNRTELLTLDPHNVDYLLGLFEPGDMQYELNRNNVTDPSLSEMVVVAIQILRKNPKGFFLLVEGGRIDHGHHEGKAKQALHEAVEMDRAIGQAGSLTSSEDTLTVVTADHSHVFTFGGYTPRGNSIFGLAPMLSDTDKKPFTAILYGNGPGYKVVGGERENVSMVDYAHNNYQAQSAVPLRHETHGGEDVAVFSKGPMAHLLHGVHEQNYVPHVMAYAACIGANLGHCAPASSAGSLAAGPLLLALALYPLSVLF
Hsp70 activator = Hsp70 transcriptional activators, primary screen, cell-based, HeLa, Hsp70 promoter luciferase, luminescence, 10 µM; activation, % at 10 µM; HeLa Hsp70 promoter luciferase reporter; scaled: vehicle 0, proteasome-inhibitor control 100%; 0.04% of 200,000 active;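 active means activation above the mean across all tested compounds plus 3 SD, cutoff set per campaign, cut at about 5.5% in these data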;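 further: 100% = MG132 at 30 µM as the positive control and 0% = DMSO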
Efa HMGR inh = inhibitors of E. faecalis class II HMGR, primary screen, biochemical, Enterococcus faecalis | HMG-CoA reductase (Enterococcus faecalis, mvaE) | inhibition, % at 10 µM | 0.41% of 190,000 active | purified E. faecalis HMGR, NADPH absorbance 340 nm kinetic;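 active means inhibition above a set limit, the median over all tested compounds plus 3 SD, cut at about 9.5% in these data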;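 further: enzyme runs in reverse so mevalonate oxidation gives rising NADPH absorbance; 0% = complete reaction with DMSO and 100% = background rate lacking mevalonate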
TNAP inh noacc = human TNAP enzyme inhibitors, primary screen, biochemical, luminescent, no phosphate acceptor, uHTS. Alkaline phosphatase, tissue-nonspecific isozyme (Homo sapiens), P05186. purified TNAP, CDP-star luminescence, 30 min. inhibition, % at 20 µM. 0.26% of 200,000 active. AID 1012, 2008;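 active means tissue-nonspecific alkaline phosphatase inhibition above about 50% at 20 µM in the single-dose screen, limit read from the data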;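 further: 0% = DMSO negative control and 100% = EDTA positive control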
S1P3 antagonist = S1P3 receptor antagonists, primary screen, cell-based; Sphingosine 1-phosphate receptor 3 (Homo sapiens), Q99500; CHO S1P3 NFAT-BLA reporter, FRET fluorescence, antagonist mode; inhibition, % at 4.98 µM; 0.27% of 170,000 active;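 active means inhibition above the plate cutoff, the mean inhibition of test wells on that plate plus 3 SD, cut at about 28% in these data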;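 further: cells challenged with S1P at its EC80 of 0.8 µM; blue over green emission ratio from cleaved BLA substrate after 4 h stimulation; 0% = S1P-stimulated wells and 100% = unstimulated DMSO-only wells; some compounds past the cut are filed as inactive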
Lmaj promast = Leishmania major promastigote growth inhibition, primary screen; AID 1063, 2008; Leishmania major promastigotes, resazurin fluorescence viability; inhibition, % at 10 µM; 9% of 200,000 active; in the data active means inhibition above about 50%;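 further: promastigotes grown with compound for 44 hours at 28 °C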
DTT redox prof = compounds producing H2O2 with reducing agent – biochemical, NIH compound library profiling, artefact control for MLSCN library redox annotation, primary screen; 0.03% of 200,000 active; DTT-dependent redox cycling H2O2, phenol red/HRP absorbance; 100% = 100 µM peroxide control, 0% = buffer; activation, % at 10 µM;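 active means activation of at least 50% relative to the plate's high and low controls in the primary single-dose screen; inactive means activation below 50%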;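 further: compound incubated with DTT at 0.8 mM final as the reducing agent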
PMI act = activators of human PMI, primary screen, biochemical, fluorescence intensity, near-Km mannose 6-phosphate | Mannose-6-phosphate isomerase (Homo sapiens), P34949 | purified human PMI, coupled resazurin fluorescence, 20 min; active compounds read high; 1 = vehicle control, 0 substrate-free wells | activation factor at 20 µM | 0.005% of 190,000 active | AID 1214, 2008;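 active means activation factor of 2 or more at 20 µM, relative to plate controls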
* hit, by the source's call; x = not tested or not shown.

#	canonical_smiles	PMI act hi M6P	RAM inhibit	TNAP inh hi DEA	Hsp70 activator	Efa HMGR inh	TNAP inh noacc	S1P3 antagonist	Lmaj promast	DTT redox prof	PMI act
1	CC1CCCC(NC(=O)CCn2c(=O)oc3ccccc32)C1C (centres undefined)	1	-0.3	-2	-0.4	-2	-7	8	-6	1.8	1
2	CCOc1ccc(N2C(=O)CC(n3ccc(C)n3)C2=O)cc1 (centres undefined)	1	-0.1	-3	-0.1	-5	-11	x	-8	1.0	1
3	COc1cccc(CNC(=O)C2CCCN(S(=O)(=O)c3c(C)n[nH]c3C)C2)c1 (centres undefined)	1	0.8	-6	-0.4	-3	41	-1	-5	-0.3	1
4	CCC/C(=C1/C(=O)CC(C)(C)C(C(=O)OC)C1=O)N1CCCC1 (centres undefined)	1.1	-0.1	-6	-0.2	-4	-13	-9	-5	-2.3	1.1
5	CN(CCC1CCOCC1)Cc1nc(Cc2ccccc2F)no1	0.9	2.4	1	0.0	-3	-3	-8	2	0.3	0.9
6	Cc1ccc(NC(=O)COC(=O)C2CCC(=O)N2)c(S(=O)(=O)N2CCOCC2)c1 (centres undefined)	1	1.3	2	0.0	1	-5	3	1	0.7	1
7	COC(=O)c1sc(N)c(C(=O)OC)c1COC(=O)[C@@H](NS(=O)(=O)c1cccc(Cl)c1)C(C)C	1	2.3	0	-0.5	-1	-6	10	23	-0.1	0.8
8	CC(C)CNC(=O)COC(=O)c1n[nH]c2ccccc12	1.1	0.9	0	0.0	0	49	3	-7	-0.8	1.1
9	O=C(COC(=O)c1cccnc1Cl)Nc1cc(S(=O)(=O)N2CCCCC2)ccc1Cl	0.9	1.8	-1	-0.1	-2	1	1	-1	-2.5	0.9
10	Fc1ccc(Nc2nc(-c3ccncc3)nc3ccccc23)cc1F	1.1	0.0	-3	-0.2	-5	6	-3	81*	0.3	1.2
11	COc1ccc2[nH]c(=O)c(CNc3cccc(C)c3)cc2c1	0.4	0.6	-5	-0.2	-1	-4	x	8	-4.4	0.7
12	COc1ccc(S(=O)(=O)N2CCN(Cc3ccc(Cl)cc3)CC2)cc1	0.9	1.3	-2	-0.3	-3	1	-9	51*	1.4	0.9
13	NS(=O)(=O)c1cc(C(=O)OCC(=O)Nc2ccc(Cl)cc2[N+](=O)[O-])ccc1Cl	0.9	5.8	6	0.3	1	15	-4	2	-0.6	0.9
14	O=c1oc(Nc2ccc(F)cc2)nc2ccccc12	1	1.2	0	-0.1	3	-4	x	7	0.7	0.9
15	CCCn1c(C(=O)OC)cc2c1ccn2-c1ccc(F)cc1	0.8	0.1	-5	-0.1	2	-7	x	99*	2.2	0.9
16	O=C(c1ccc(N2CCCC2=O)cc1)N1CCN(c2ccccc2)CC1	1	0.1	-2	0.0	-3	-7	-7	-5	-0.5	1.1
17	COC1=C/C(=C/c2c(N)n3cc(C)sc3nc2=O)C=CC1=O	0.8	5.3	25	-0.2	-1	20	1	3	-0.1	1
18	O=C(Nc1nc(-c2cccc([N+](=O)[O-])c2)cs1)C(c1ccccc1)c1ccccc1	0.9	1.5	-3	-0.1	4	2	x	59*	3.0	0.9
19	O=C(COC(=O)c1cncc(Br)c1)NCCC1=CCCCC1	1.2	2.4	-1	-0.3	-1	-6	7	0	3.5	1.1
20	Cc1nn(-c2ccccc2)c(=S)c2ccccc12	1	1.2	-4	-0.4	1	-7	-5	71*	x	1
21	CCOc1cccc(C(=O)NC(=S)Nc2ccc3c(c2)OCCO3)c1	0.7	5.4	5	-0.1	0	-5	-20	29	-1.2	0.7
22	CCc1nnc(NC(=O)c2ccc(N(C)S(=O)(=O)c3ccccc3)cc2)s1	1.1	5.5	-3	-0.2	-3	-8	33	1	-2.6	1.1
23	CCCn1c(CCC(=O)Nc2ccccc2Cc2ccccc2)nc2cc(S(=O)(=O)N3CCOCC3)ccc21	0.9	1.7	0	0.2	-1	-11	x	22	0.7	0.9
24	COc1cccc(NC(=O)CN(C)CC(=O)Nc2ccccc2-c2ccccc2)c1	1	-1.1	-7	-0.1	-2	-3	-4	2	0.5	0.9
25	Cc1cccc(C)c1NC(=O)NCCCN1CCN(c2ccccc2)CC1	1	4.9	-4	-0.3	3	-24	-21	-2	-1.1	0.9
26	CC(=O)N(CN1C(=O)c2ccccc2C1=O)c1cccc(C)c1	0.9	-0.3	-5	-0.2	-2	1	-27	-4	1.5	1
27	CCOC(=O)Cc1nnc(Nc2ccc(C)cc2)c2ccccc12	1	0.9	3	-0.1	0	-3	x	-2	-0.4	0.9
28	O=C(COC(=O)c1ccc([N+](=O)[O-])s1)NC(c1ccccc1)c1ccccc1	0.9	5.6	-9	0.1	-8	-6	4	67*	0.2	1.1
29	Cc1ccc(NS(=O)(=O)c2cc(C(=O)N3CCOCC3)ccc2C)cc1	1	0.9	-6	-0.2	-1	-12	-1	-7	0.7	1
30	CCOC(=O)C(=O)NC(C)CCc1ccccc1 (centres undefined)	1.1	-0.1	0	-0.2	-2	-5	-14	-1	-0.5	1.1
31	COC(=O)Nc1sc2c(c1C(=O)NCc1ccco1)CCCC2	1.2	5.0	-8	0.2	-4	-3	16	16	1.3	1.1
32	Cc1cccc(C)c1NC(=O)C(c1ccccc1)N1CCN(C(=O)c2ccco2)CC1 (centres undefined)	1	0.8	-3	-0.6	2	-14	-23	-1	-0.1	1
33	Cc1ccc(C(=O)C(OC(=O)c2c(C)cc(=O)oc2C)c2ccccc2)cc1 (centres undefined)	0.9	7.1	-4	0.0	-6	-16	-1	-5	-0.2	0.9
34	CCOC(=O)C(C)Sc1ncc(-c2ccc(Cl)cc2)cn1 (centres undefined)	1	1.1	-4	-0.4	-2	-12	x	-10	-4.2	1
35	CCCC(=O)Nc1c(C)nn(C(=O)CCC)c1C	1	0.1	8	-0.1	2	-2	4	-1	1.8	1
36	Cc1nc(NC2=NCN(C3CCCCC3C)CN2)nc2ccccc12 (centres undefined)	0.9	0.9	0	-0.5	-3	8	-42	3	3.2	0.9
37	CCCCN(CCCC)CP(=O)(c1ccccc1)c1ccccc1	1.1	0.0	-5	-0.3	-4	-7	x	18	0.1	1.1
38	Cc1ccc(NCC(=O)c2ccc([N+](=O)[O-])cc2)cc1	1.9	-0.5	4	0.0	3	6	-16	1	-1.2	1.5
39	O=C(NC(C(=O)c1ccccc1)n1cnccc1=O)c1ccccc1 (centres undefined)	1	1.2	-2	-0.3	-2	-8	x	6	0.3	1
40	O=C(Nc1ccc(F)c(F)c1)NC1CCCCC1	1	0.1	-4	-0.1	-3	-15	-2	-1	0.1	1
41	CC1CCN(c2ccc(C(=O)NCc3cccs3)cn2)CC1	0.9	0.9	-2	-0.5	2	-10	-9	-2	-1.9	0.9
42	Cc1ccc(NC(=O)CN(C)C(=O)COc2cc(F)ccc2[N+](=O)[O-])cc1	1	1.0	0	0.0	1	-14	0	9	-0.9	1
43	CC1COc2ccccc2N1S(=O)(=O)c1ccccc1 (centres undefined)	0.9	2.7	-4	-0.2	-7	-9	-5	16	-1.2	0.9
44	CCc1ccc(CN2C(=O)c3ccccc3C2C(=O)NCc2cccnc2)cc1 (centres undefined)	1	-0.5	-4	-0.2	1	-18	-3	-1	-0.6	1
45	O=C(NCc1ccc(/C=c2\sc3n(c2=O)CCN=3)o1)C(=O)Nc1ccccc1	0.5	3.9	-1	-0.2	-5	-15	0	-6	-1.5	0.8
46	CN(Cc1ccco1)C(=O)c1ccc(N2CCCC2=O)cc1	0.9	0.8	-4	0.2	-1	-2	13	1	0.1	1
47	Cc1nn(-c2ccccc2)c2c1C(c1ccc([N+](=O)[O-])cc1)N1C(=N2)C(=O)Nc2ccccc21 (centres undefined)	0.8	5.5	4	-0.3	2	1	11	48	0.2	0.7
48	COC(=O)c1ccc(COc2ccc(-c3nnn(CC(N)=O)n3)cc2)cc1	0.9	1.5	-5	-0.3	-1	-11	3	0	0.3	1.1
49	CC(=O)C1=C(c2ccccc2)NC(=O)NC1c1ccccc1OCC(=O)Nc1ccccc1 (centres undefined)	1	5.7	-3	-0.4	-2	-11	x	0	0.1	1
50	CCn1ncc(-c2cc(C(=O)O)no2)c1C	x	-0.5	-2	0.3	0	-7	-3	-1	0.6	x

(cont.)
#	canonical_smiles	PMI act hi M6P	RAM inhibit	TNAP inh hi DEA	Hsp70 activator	Efa HMGR inh	TNAP inh noacc	S1P3 antagonist	Lmaj promast	DTT redox prof	PMI act
51	O=C(NCc1ccc(Cl)cc1)C(=O)NCC1OCCN1S(=O)(=O)c1cccs1 (centres undefined)	0.9	2.6	-2	-0.2	6	-2	-2	-6	0.3	1
52	O=C(Cc1ccccc1)NCCSCc1ccccc1	0.9	0.1	1	-0.1	3	-14	-3	32	-0.4	0.9
53	O=C(COC(=O)c1n[nH]c(=O)c2ccccc12)c1ccccc1	1	2.7	-5	0.0	-3	-13	x	-3	0.2	0.9
54	Cc1noc(C)c1CCC(=O)N1CCCC(CCC(=O)NCc2ccc(F)c(F)c2)C1 (centres undefined)	0.8	-0.1	-2	-0.4	0	-4	-4	-2	-0.7	0.9
55	COc1ccc(N2CCC(CNC(=S)Nc3cccc(C)c3)C2)cc1 (centres undefined)	0.5	1.5	-5	-0.3	0	-8	5	72*	0.3	0.6
56	Oc1ccccc1-c1nc(N2CCCC2)c2ccccc2n1	1	0.3	-11	-0.1	5	-27	x	0	0.0	0.9
57	CCCCNC(=O)N1CCN(c2ccccc2OCC)CC1	0.9	0.4	-6	-0.4	-1	-6	1	-7	-0.3	1
58	O=C(Cn1cnc2cc([N+](=O)[O-])ccc2c1=O)NC1CCS(=O)(=O)C1 (centres undefined)	0.8	1.1	-5	0.1	-4	2	-8	2	-0.3	1
59	O=C1c2ccccc2C(=O)N1CCCC(=O)N1CCCc2ccccc21	0.9	-0.1	2	-0.3	-2	-5	0	12	-2.7	0.9

Values by screen from the entries so far:
TNAP inh hi DEA for entries 52 to 57: 1, -5, -2, -5, -11, -6
Hsp70 activator for entries 52 to 57: -0.1, 0.0, -0.4, -0.3, -0.1, -0.4
TNAP inh noacc for entries 52 to 57: -14, -13, -4, -8, -27, -6
